# Assay outcomes as filed in PubChem.
# AGP1-GFP MLPCN: modulators of AGP1-GFP expression in yeast TOR pathway, primary screen, cell-based, multiplex flow cytometry, S. cerevisiae, MLPCN library; hit rate 0.02% among 320,000; GFP response vs DMSO, % at 10 µM; 3 h; GFP as percent of DMSO wells; AID 2066, 2009;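 active = GFP response relative to DMSO above a set limit, near screen average plus 3 SD, cut at about 150% in these data; inconclusive = fewer than 70 cells counted for the yeast strain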;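 note: median GFP channel fluorescence of the gated AGP1 strain per well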
# GRK2 aptamer HTS: compounds blocking aptamer binding on GRK2 – biochemical, human GRK2, bead flow cytometry, HTS, primary screen; AID 488847, 2010; Beta-adrenergic receptor kinase 1 (Homo sapiens), P25098; hit rate 0.59% among 330,000; FAM-aptamer displacement from GRK2; inhibition of aptamer binding, % at 10 µM;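 active = inhibition of aptamer binding above 40%, roughly 3 SD of noise, on plates passing a quality check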;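 note: median bead fluorescence of bound FAM aptamer so fluorescent compounds give negative values; no value below 0 was filed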
# BCLXL inh: inhibitors of human Bcl-xL, primary screen, biochemical, fluorescence polarization, HTS; Bcl-2-like protein 1 (Homo sapiens), Q07817; GST-Bcl-xL / FITC-Bim BH3 peptide fluorescence polarization; inhibition, % at 10.9 µM; hit rate 0.7% among 320,000; AID 2129, 2009;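 active = inhibition above the mean of all tested compounds plus 3 SD, cutoff set per campaign, cut at about 30% in these data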;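 note: 0% = DMSO wells and 100% = unlabeled Bim-BH3 peptide competitor; inhibitors lower millipolarization by displacing the labeled peptide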
# Target sequence (Q07817 whole entry, looked up): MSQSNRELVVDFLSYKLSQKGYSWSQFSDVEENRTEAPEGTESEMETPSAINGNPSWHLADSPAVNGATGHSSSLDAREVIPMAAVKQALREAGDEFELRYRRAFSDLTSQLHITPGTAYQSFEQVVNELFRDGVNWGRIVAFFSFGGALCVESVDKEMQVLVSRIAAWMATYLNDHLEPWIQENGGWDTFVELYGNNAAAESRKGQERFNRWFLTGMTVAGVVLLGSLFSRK
# GLD-1 RNA inh: GLD-1/TGE RNA complex disruptors, primary screen, biochemical, fluorescence polarization; Female germline-specific tumor suppressor gld-1 (Caenorhabditis elegans), Q17339; purified GLD-1 + fluorescein TGE RNA; inhibition, % at 5.96 µM; hit rate 0.44% among 320,000;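 active = percent inhibition above a per-plate cutoff, the plate mean of test compounds plus 3 SD, cut at about 30% in these data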;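 note: 0% = DMSO wells with GLD-1 and probe and 100% = wells lacking GLD-1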
# Target sequence (Q17339 whole entry, looked up): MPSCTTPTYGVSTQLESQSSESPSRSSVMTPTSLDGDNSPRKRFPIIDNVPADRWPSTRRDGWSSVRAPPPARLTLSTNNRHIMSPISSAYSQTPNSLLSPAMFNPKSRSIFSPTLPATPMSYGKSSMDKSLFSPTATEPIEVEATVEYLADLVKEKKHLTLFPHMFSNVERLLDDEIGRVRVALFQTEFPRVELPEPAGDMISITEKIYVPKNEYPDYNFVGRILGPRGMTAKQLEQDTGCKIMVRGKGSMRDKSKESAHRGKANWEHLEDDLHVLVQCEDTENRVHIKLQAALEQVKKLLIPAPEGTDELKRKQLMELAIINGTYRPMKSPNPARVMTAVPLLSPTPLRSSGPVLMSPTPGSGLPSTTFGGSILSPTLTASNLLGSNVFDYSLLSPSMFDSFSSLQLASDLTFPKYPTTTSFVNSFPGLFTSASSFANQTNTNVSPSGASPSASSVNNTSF
# MCL1-BIM inh: inhibitors of MCL1 binding to BIM-BH3, primary screen, biochemical, fluorescence polarization; Induced myeloid leukemia cell differentiation protein Mcl-1 (Homo sapiens), Q07820; GST-MCL1 / FITC-Bim-BH3 fluorescence polarization; inhibition, % at 10.9 µM; hit rate 0.68% among 320,000;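 active = inhibition above the mean inhibition of all tested compounds plus 3 SD, set per campaign, cut at about 40% in these data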;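 note: 0% = DMSO wells and 100% = unlabeled Bim-BH3 peptide control; higher means more loss of mP so more displacement of Bim peptide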
# Target sequence (Q07820 whole entry, looked up): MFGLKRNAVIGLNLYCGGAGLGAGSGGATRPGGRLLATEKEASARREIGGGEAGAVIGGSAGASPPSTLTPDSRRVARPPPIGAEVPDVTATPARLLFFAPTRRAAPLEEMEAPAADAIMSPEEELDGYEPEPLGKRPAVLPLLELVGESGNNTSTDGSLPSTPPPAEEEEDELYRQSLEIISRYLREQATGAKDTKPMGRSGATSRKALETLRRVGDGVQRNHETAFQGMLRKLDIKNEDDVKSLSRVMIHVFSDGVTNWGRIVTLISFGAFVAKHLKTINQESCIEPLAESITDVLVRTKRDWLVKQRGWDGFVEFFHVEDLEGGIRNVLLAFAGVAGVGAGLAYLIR
# Fam108B inh: mouse Fam108B serine hydrolase inhibitors, primary screen, counter-screen for RBBP9 inhibitor project, biochemical, fluorescence polarization; recombinant Fam108B, FP-Rh probe fluorescence polarization; hit rate 0.33% among 300,000; inhibition, % at 9.51 µM;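 active = inhibition above the screen mean inhibition plus 3 SD, computed separately per campaign, cut at about 18% in these data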;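 note: inhibitors lower polarization as less probe binds the enzyme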
# VLA-4 inh: inhibition in human VLA-4 binding assay, primary screen, VLA-4 allosteric modulator project, MLPCN library, flow cytometry, VLA-4 expressing cells; Integrin alpha-4 (Homo sapiens), P13612; ligand binding flow cytometry; inhibition, % (about 7 µM as worked out from the volumes in the protocol); hit rate 0.2% among 330,000; AID 2557, 2010; in the data active = inhibition above about 50%
# MEX-5 binding: MEX-5 zinc finger RNA-binding disruptors – biochemical, C. elegans, fluorescence polarization, MLPCN library, primary screen | activity score (negative = inhibition of binding), % at 10 µM | MEX-5/FITC-TCR2 RNA binding; active compounds read low | hit rate 0.38% among 300,000 | AID 1832, 2009 | Zinc finger protein mex-5 (Caenorhabditis elegans), Q9XUB2;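 active = inhibition past about -25% in most replicates, and total fluorescence under double the plate's negative control median, limit read from the data; inconclusive = replicates evenly split on the limit, or fluorescence at least double controls; inactive = too little inhibition in most replicates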;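 note: 0% = DMSO and -100% = 5 µM competing unlabeled TCR2 RNA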
# CIT2-GFP yeast: modulators of CIT2-GFP expression in yeast, primary screen, S. cerevisiae, GFP fusion, multiplex flow cytometry, MLPCN library. AID 2029, 2009. hit rate 0.065% among 320,000. S. cerevisiae CIT2-GFP strain, 3 h; 100 means same as DMSO wells. GFP response vs DMSO, % at 10 µM;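 active = GFP response relative to DMSO above a set limit, near the screen mean plus 3 SD, cut at about 150% in these data; inconclusive = Fewer than 70 cells measured for a yeast strain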;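 note: ratio of well median GFP fluorescence to mean of DMSO wells on the plate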
# Starred values were filed as active, the others as inactive; u = inconclusive; x = not tested or not shown; [ ] = remark or other dose.
SMILES,AGP1-GFP MLPCN,GRK2 aptamer HTS,BCLXL inh,GLD-1 RNA inh,MCL1-BIM inh,Fam108B inh,VLA-4 inh,MEX-5 binding,CIT2-GFP yeast
COc1ccc(C(c2nnnn2C2CCCC2)N2CCN(C(=O)c3ccco3)CC2)cc1OC (centres undefined),104,0,0,-5,-5,0,8,-3.2,107
Cc1ccc2[nH]c(O)c(N=NC(=O)c3ccc(NS(=O)(=O)c4cccs4)cc3)c2c1,104,0,12,7,19,18,-13,-0.2,105
O=C(C1CCC1)N1CCc2cc(S(=O)(=O)Nc3ccc4c(c3)OCCO4)ccc21,101,0,-1,5,-2,-6,12,1.2,x
CCOC(=O)c1c(NC(=S)Nc2ccccc2)sc2c1CCCCC2,94,1,5,0,-3,-5,-1,-0.3,93
Cc1cc(C)n(CCC(=O)N/N=C/c2c(O)ccc3ccccc23)n1,97,0,3,0,4,4,11,-3.8,96
COc1ccc(C2Nc3ccccc3C(=O)N2c2ccc(C)cc2)cc1Cn1cc([N+](=O)[O-])cn1 (centres undefined),98,0,4,1,3,-9,-7,3.5,98
CNC(=O)CN1C(=O)NC2(CCc3ccccc32)C1=O (centres undefined),98,1,-3,1,-1,0,10,0.7,95
COc1ccccc1N1CCN(C(CNS(=O)(=O)c2ccccc2)c2ccccc2)CC1 (centres undefined),96,0,6,1,9,1,12,-0.3,98
Cc1ccc(NC(=O)COc2ccc3c(c2)CCC3)nc1,95,0,3,-4,5,-2,8,0.0,73
O=C(N/N=C/c1ccc(OC(=O)c2ccccc2)cc1)c1cccc(O)c1,100,0,7,2,4,-3,0,3.0,92
CCCOP(=O)(c1ccc(N(C)C)cc1)C(O)c1c(Cl)cccc1Cl (centres undefined),96,3,10,2,12,-6,13,1.3,96
COc1cc(CO)ccc1OCC(=O)Nc1ccc(Br)cc1,94,1,3,4,-4,-7,32,-2.2,106
CC1CC(C)CN(c2cc(=O)n(Cc3ccc(F)cc3)c(=O)[nH]2)C1 (centres undefined),97,2,-1,-5,5,1,-6,-1.2,109
O=C(O)CCc1ccc(-c2ccc(Cl)cc2)n1NC(=O)c1ccc(O)cc1,102,4,2,3,-6,2,0,0.4,101
CCCOc1ccc(C2NC(=O)CCC2[N+](=O)[O-])cc1 (centres undefined),92,0,6,-2,5,2,-4,3.9,98
COc1ccc(N2CCN(CC(=O)Nc3ccccc3SC)CC2)cc1,100,1,1,1,1,3,46,-0.7,98
Cc1ccc2sc(N(CCCN(C)C)C(=O)c3ccc(S(=O)(=O)N(C)Cc4ccccc4)cc3)nc2c1C,82,2,-7,-1,1,-4,14,1.0,82
O=C(CN1CCCCCCC1)N/N=C/c1ccc(F)c(F)c1,94,0,4,4,7,-3,9,-2.6,96
CN(C)c1ccnc(NCc2ccccc2)c1C#N,97,0,4,16,5,-3,15,3.1,109
COc1ccc(CN2CCC(C(=O)c3ccc(Cl)cc3)CC2)cc1,87,0,4,-1,-5,-4,-12,4.3,100
CC(=O)c1cn(-c2ccc(Cl)cc2)c(=O)[nH]c1=O,100,0,1,-6,-2,-2,6,2.6,101
O=C(Nc1nnc(COc2ccc(Cl)cc2)s1)C1CCCO1 (centres undefined),92,1,2,0,-5,1,15,-3.2,102
Cn1c(=O)c(C(=O)NCCc2ccc(Cl)cc2)c(O)c2ccccc21,43[may fluoresce violet],0,3,6,12,-8,-5,-1.6,u
O=[N+]([O-])c1ccc(Cl)c(/C=N/NC(=S)Nc2ccccc2)c1,105,3,1,9,3,-3,-10,-0.6,96
CCCOc1cccc(C(=O)Nc2cccc3ncccc23)c1,102,3,-1,1,-7,3,11,3.2,120
Cc1ccc(NC(=S)N(C)C)cc1C,105,0,1,4,0,4,29,-1.0,103
O=C(CCN1C(=O)c2ccccc2C1=O)Nc1ccc(F)cc1,95,0,1,-4,-1,0,11,2.1,x
O=S(Cc1ccc(Cl)cc1)CC(O)(c1ccccc1)c1ccccc1 (centres undefined),109,6,2,-5,0,-2,-4,0.0,101
Cc1ccc(S(=O)(=O)N(C)CC(=O)N2CCN(Cc3ccc4c(c3)OCO4)CC2)cc1,100,0,4,-2,6,-1,8,0.3,104
COC(=O)Nc1sc2c(c1C(=O)NCc1ccco1)CCCC2,91,0,4,-2,8,1,11,1.2,95
CC(C)NC(=O)C1CCN(C2CCN(C(=O)C3=CCCC3)CC2)CC1,95,0,6,-2,3,2,8,2.9,101
Cc1ccc(N2C(=O)N(CC(=O)N3CCCc4ccccc43)C(=O)C2C)cc1 (centres undefined),x,0,6,6,6,-3,2,-0.8,106
CCOc1ccc(NC(=O)Nc2nc3ccc(S(C)(=O)=O)cc3s2)cc1,84,3,x,x,x,x,10,-1.2,93
Cn1c(Cl)c(/C=N/OC(=O)C(C)(C)C)c2ccccc21,100,0,1,0,-5,2,2,1.1,93
O=C(c1cccs1)N1CCCC(N2CCN(c3ccc(F)cc3)CC2)C1 (centres undefined),97,0,1,6,5,6,7,1.3,101
O=C(Nc1ccnn1C1CCN(Cc2ccccc2F)CC1)C1CCCC1,97,0,2,2,-1,-1,-4,2.9,93
CC(C(=O)Nc1ccccc1)c1ccc(-c2ccccc2)c(F)c1 (centres undefined),100,1,5,0,2,-12,10,2.9,100
O=C(N/N=C1\CCc2ccccc21)c1ccc(O)cc1,103,0,-1,4,3,2,6,0.2,101
Cc1ccc(C(=O)Nc2cc(=O)n(C)c(=O)n2C)cc1C,99,0,3,-4,3,-1,-3,1.2,93
CC(C)(C)n1nnnc1CN1CCN(C2CCCC2)CC1,95,0,6,3,10,4,6,-1.1,98
CC(NC(=O)NCCCn1ccnc1)(C(F)(F)F)C(F)(F)F,99,0,12,4,11,1,9,-0.7,88
Cn1c(C(=O)N2CCN(Cc3ccc4c(c3)OCO4)CC2)cc2c(=O)n(C)c3ccccc3c21,100,4,4,5,0,0,22,-1.0,98
CN(Cc1nc(Cc2cccc(F)c2)no1)CC1COCCO1 (centres undefined),95,3,-3,-10,-4,0,9,0.3,88
CCC(=O)n1nc(-c2ccco2)nc1SCc1ccccc1,84,1,-1,2,3,1,-10,1.7,83
NC(=O)CN1C(=O)C(=O)N(Cc2cccc(C(F)(F)F)c2)C1=O,102,3,-6,3,-5,-10,3,-1.8,107

# Next part (two carried over from the part before).
SMILES,AGP1-GFP MLPCN,GRK2 aptamer HTS,BCLXL inh,GLD-1 RNA inh,MCL1-BIM inh,Fam108B inh,VLA-4 inh,MEX-5 binding,CIT2-GFP yeast
CCC(=O)n1nc(-c2ccco2)nc1SCc1ccccc1,84,1,-1,2,3,1,-10,1.7,83
NC(=O)CN1C(=O)C(=O)N(Cc2cccc(C(F)(F)F)c2)C1=O,102,3,-6,3,-5,-10,3,-1.8,107
COC(=O)c1ccccc1N=C(SC)N(C)C,99,0,2,5,-14,3,-10,2.1,108
COc1ccccc1CNC(=O)COC(=O)Cn1cnc2ccccc21,112,5,10,6,9,4,5,-1.1,98
CCn1c(SCC(=O)NCc2ccco2)nnc1-c1c[nH]c2ccccc12,100,3,-4,-3,-2,-2,-6,-0.2,94
Cc1ccc(CNC(=O)C2CCN(S(=O)(=O)c3ccc(Br)s3)CC2)cc1,90,1,-2,-4,-2,-3,3,-0.1,94
CCCCSc1nc2ccccc2[nH]1,99,1,3,-2,5,1,4,1.1,97
CCOC(=O)N1C(=O)C2(CCCCC2)N(c2ccccc2Cl)C1=S,92,4,-5,0,-12,1,8,3.4,103
COC(=O)C(C(C)=O)C1=C/C(=N\S(=O)(=O)c2ccc(C)cc2)c2ccccc2C1=O (centres undefined),96,23,-3,3,-6,-8,12,-3.2,93
CCCN1C(=O)c2ccc(C(=O)Nc3nccs3)cc2C1=O,102,0,0,13,0,4,2,0.9,100
O=S(=O)(Nc1ccc(S(=O)(=O)Nc2ncccn2)cc1)c1ccc(Cl)cc1,92,1,5,1,0,5,6,2.5,96
O=C(CSc1nnnn1-c1ccc(C(=O)O)cc1)NC1CCCCC1,103,0,3,-3,0,-4,-7,2.7,105
CC1CCCCC1NC(=O)CN(C)S(=O)(=O)c1ccc2c(c1)CCC(=O)N2 (centres undefined),101,2,3,-3,0,1,3,0.9,99
S=C(Nc1ccccc1)NC1CCN(Cc2ccccc2)CC1,105,1,1,6,2,2,25,0.8,104
CSC1=N/C(=C\c2ccc(C)s2)C(=O)S1,104,0,4,-3,-5,-3,-11,-13,109
O=C(NCCN1CCCCC1)c1cc2ccccc2[nH]1,103,0,0,2,-2,-3,12,-4.2,107

# In the list so far, 9 have fluorine:
SMILES,AGP1-GFP MLPCN,GRK2 aptamer HTS,BCLXL inh,GLD-1 RNA inh,MCL1-BIM inh,Fam108B inh,VLA-4 inh,MEX-5 binding,CIT2-GFP yeast
CC1CC(C)CN(c2cc(=O)n(Cc3ccc(F)cc3)c(=O)[nH]2)C1 (centres undefined),97,2,-1,-5,5,1,-6,-1.2,109
O=C(CN1CCCCCCC1)N/N=C/c1ccc(F)c(F)c1,94,0,4,4,7,-3,9,-2.6,96
O=C(CCN1C(=O)c2ccccc2C1=O)Nc1ccc(F)cc1,95,0,1,-4,-1,0,11,2.1,x
O=C(c1cccs1)N1CCCC(N2CCN(c3ccc(F)cc3)CC2)C1 (centres undefined),97,0,1,6,5,6,7,1.3,101
O=C(Nc1ccnn1C1CCN(Cc2ccccc2F)CC1)C1CCCC1,97,0,2,2,-1,-1,-4,2.9,93
CC(C(=O)Nc1ccccc1)c1ccc(-c2ccccc2)c(F)c1 (centres undefined),100,1,5,0,2,-12,10,2.9,100
CC(NC(=O)NCCCn1ccnc1)(C(F)(F)F)C(F)(F)F,99,0,12,4,11,1,9,-0.7,88
CN(Cc1nc(Cc2cccc(F)c2)no1)CC1COCCO1 (centres undefined),95,3,-3,-10,-4,0,9,0.3,88
NC(=O)CN1C(=O)C(=O)N(Cc2cccc(C(F)(F)F)c2)C1=O,102,3,-6,3,-5,-10,3,-1.8,107
